Source: PubChem BioAssay
mIAP activ – mouse IAP activation; muIAP, CDP-Star luminescence, 30 min; stronger effect = higher value; 1 = vehicle-only enzyme signal, 0 = enzyme-free wells; activation factor at 10 µM; hit rate 0.24% among 330,000; AID 2805;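 active = activation factor of at least 2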; also: the source names both 10 and 20 µM as test concentration; values of inactives mirror those of a sister screen read the other way
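System: mouse IAP enzyme. Reagent: CDP-Star chemiluminescent phosphatase substrate. Benchmarks: DMSO wells, no-enzyme wells. Times: 30 min enzyme-substrate-compound incubation at room temperature. Detection: luminescence from enzymatic CDP-Star hydrolysis. Doses: test compounds delivered from DMSO solution.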
mIAP inh – mouse IAP inhibition; purified mouse IAP, CDP-Star luminescence, 30 min; inhibition, % at 10 µM; hit rate 0.2% among 330,000; AID 2806;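 active = inhibition of at least 40% at 10 µM in the primary screen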;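 also: plate controls were DMSO with enzyme for no effect and no enzyme wells for full effect; values of inactives mirror those of a sister screen read the other way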
hIAP activ – human IAP activation | P09923 | purified human IAP, CDP-Star luminescence, 30 min; stronger effect = higher value; 1 = vehicle-only enzyme, 0 = enzyme-free background | activation factor at 10 µM | hit rate 0.16% among 330,000;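 active = activation factor of the enzyme at least 2-fold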; also: the source names both 10 and 20 µM as test concentration; values of inactives mirror those of a sister screen read the other way
Target sequence (P09923 whole entry, looked up): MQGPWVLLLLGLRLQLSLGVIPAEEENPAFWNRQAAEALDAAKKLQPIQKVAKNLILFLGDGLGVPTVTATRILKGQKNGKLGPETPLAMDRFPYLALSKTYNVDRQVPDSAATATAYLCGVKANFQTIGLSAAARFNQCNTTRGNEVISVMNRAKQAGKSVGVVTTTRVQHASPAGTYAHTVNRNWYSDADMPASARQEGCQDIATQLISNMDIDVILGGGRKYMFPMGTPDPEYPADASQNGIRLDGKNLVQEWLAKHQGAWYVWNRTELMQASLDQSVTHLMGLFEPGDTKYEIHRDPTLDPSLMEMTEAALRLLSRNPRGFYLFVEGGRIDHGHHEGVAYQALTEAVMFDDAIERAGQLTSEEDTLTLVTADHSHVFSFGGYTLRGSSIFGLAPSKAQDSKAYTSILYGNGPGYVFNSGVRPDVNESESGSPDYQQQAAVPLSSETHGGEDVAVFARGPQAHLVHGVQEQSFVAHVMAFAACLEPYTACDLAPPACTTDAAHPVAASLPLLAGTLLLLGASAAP
ATG4B inh – blocks human ATG4B protease cleavage of LC3 substrate | hit rate 0.51% among 340,000 | inhibition, % at 8.33 µM | ATG4B cleavage of LC3-PLA2, NBD-HPC fluorescence, 1 h | AID 504462 | Q9Y4P1; in the data active = inhibition above about 40%
A3A deaminase – blocks human APOBEC3A ssDNA deamination; hit rate 0.41% among 330,000; P31941; inhibition, % at 20 µM; recombinant A3A, FAM/TAMRA ssDNA deamination fluorescence; AID 493011;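 active = at least 40% inhibition at 20 µM here, with at most 30% in a related deaminase screen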;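 also: plate controls were A3A with DMSO for no effect and wells lacking A3A enzyme for full effect; some results filed as inactive read as strong as hits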
A3G deaminase – blocks human APOBEC3G single-stranded DNA deamination; Q9HC16; hit rate 0.28% among 330,000; AID 493012; recombinant A3G, ssDNA deamination FAM/TAMRA fluorescence; inhibition, % at 20 µM;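 active = inhibition of at least 40% at 20 µM, with no more than 30% in the related APOBEC3A deaminase screen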;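 also: plate controls were DMSO wells with A3G for no effect and wells lacking A3G enzyme for full effect; some compounds called inactive have numbers as strong as hits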
Target sequence (Q9HC16 whole entry, looked up): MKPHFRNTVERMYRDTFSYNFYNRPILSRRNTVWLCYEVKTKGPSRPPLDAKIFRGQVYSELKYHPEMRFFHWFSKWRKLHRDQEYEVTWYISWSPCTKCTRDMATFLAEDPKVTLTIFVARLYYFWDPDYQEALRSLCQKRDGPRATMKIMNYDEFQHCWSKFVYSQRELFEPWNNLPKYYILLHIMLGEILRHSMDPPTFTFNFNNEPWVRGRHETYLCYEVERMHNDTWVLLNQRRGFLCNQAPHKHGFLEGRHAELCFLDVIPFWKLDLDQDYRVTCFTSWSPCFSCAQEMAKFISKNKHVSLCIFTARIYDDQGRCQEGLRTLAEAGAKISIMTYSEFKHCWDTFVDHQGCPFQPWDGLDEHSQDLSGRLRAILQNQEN
MPTP block – blocks calcium-induced mitochondrial swelling | isolated mouse mitochondria, Ca2+ swelling absorbance, 30 min | inhibition, % at 10 µM | hit rate 1.4% among 360,000;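 active = inhibition of 50% or more, scaled per plate between neutral and stimulator controls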;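 also: 0% = DMSO wells given calcium and 100% = 1 mM EGTA wells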
hIAP block – blocks human intestinal alkaline phosphatase; P09923; inhibition, % at 10 µM; hit rate 0.12% among 330,000; AID 2544; purified IAP, CDP-Star luminescence, 30 min;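 active = inhibition reaching a set limit with compound at 10 µM in the primary screen, cut at about 35% in these data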;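 also: plate controls were DMSO wells with enzyme for no effect and no-enzyme buffer wells for full effect; values of inactives mirror those of a sister screen read the other way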
MIN6 prolif – inducers of beta-cell replication in MIN6 cells; MIN6 cells proliferation, ATPlite luminescence, 48 h; cells starved in 0.2% serum; 100% = growth in 10% serum; AID 2380; proliferation, % at 10 µM; hit rate 0.29% among 330,000;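 active = compounds whose signal lies at least 3.5 SD above the mean of all wells on their plate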;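 also: 0% = DMSO-treated cells in low-serum medium and 100% = 10% serum control; some compounds called inactive have numbers as strong as hits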
* marks the source's active call; other numbers are inactive results.

What do the screens show for `Cc1csc(NC(=O)Cn2cnnn2)n1`?
mIAP activ: 0.95; mIAP inh: 5; hIAP activ: 0.81; ATG4B inh: -8; A3A deaminase: 0; A3G deaminase: -2; MPTP block: -0.1; hIAP block: 19; MIN6 prolif: -1

What do the screens show for `Cc1ccc(N2C(=O)C3C=NNC3C2=O)cc1` (configuration not stated)?
mIAP activ: 0.99; mIAP inh: 1; hIAP activ: 1.1; ATG4B inh: 1; A3A deaminase: 1; A3G deaminase: 1; MPTP block: 1.6; hIAP block: -8; MIN6 prolif: 6

Results for C=CC[C@@H](Cc1ccc(F)cc1)C(=O)OC[C@@H]1CCCN1C(=O)[C@@H](CC=C)CC(=O)NCCO ?
mIAP activ: 1; mIAP inh: -3; hIAP activ: 1.1; ATG4B inh: -13; A3A deaminase: -1; A3G deaminase: -5; MPTP block: 0.3; hIAP block: -12; MIN6 prolif: 3

Results for COC(=O)c1c(CCl)noc1C(=O)NC(C)C ?
mIAP activ: 1.1; mIAP inh: -6; hIAP activ: 1.1; ATG4B inh: -10; A3A deaminase: 0; A3G deaminase: 3; MPTP block: -0.6; hIAP block: -6; MIN6 prolif: 3

How did Cc1oc(-c2cc(F)ccc2F)nc1CN1CCN(C)C(=O)[C@@H]1C do in these assays?
mIAP activ: 0.97; mIAP inh: 3; hIAP activ: 1.4; ATG4B inh: -1; A3A deaminase: -2; A3G deaminase: -7; MPTP block: -2.1; hIAP block: -41; MIN6 prolif: -1

Results for Oc1ccc(-c2csc(Nc3ncccn3)n2)c(O)c1 ?
mIAP activ: 0.89; mIAP inh: 11; hIAP activ: 1.2; ATG4B inh: 1; A3A deaminase: -2; A3G deaminase: -5; MPTP block: 0.5; hIAP block: -18; MIN6 prolif: -3

How did COc1ccc(Cc2nnc(-c3cccc(C)c3)o2)cc1OC do in these assays?
mIAP activ: 1.1; mIAP inh: -6; hIAP activ: 0.94; ATG4B inh: -3; A3A deaminase: 0; A3G deaminase: -4; MPTP block: -0.5; hIAP block: 6; MIN6 prolif: 3

How did Cc1ccc(CN2CCCN(Cc3c(F)cccc3Cl)S2(=O)=O)cc1 do in these assays?
mIAP activ: 1.1; mIAP inh: -5; hIAP activ: 0.8; ATG4B inh: 26; A3A deaminase: -3; A3G deaminase: -1; MPTP block: -1.4; hIAP block: 20; MIN6 prolif: -5

What do the screens show for `Cc1ccc2c(c1)cc(CN(Cc1ccc3c(c1)OCO3)S(=O)(=O)c1ccccc1)c1nnnn12`?
mIAP activ: 0.9; mIAP inh: 10; hIAP activ: 1; ATG4B inh: -12; A3A deaminase: -3; A3G deaminase: -7; MPTP block: 0.7; hIAP block: -2; MIN6 prolif: 1

What do the screens show for `Nn1c(Cc2ccccc2F)n[nH]c1=S`?
mIAP activ: 0.99; mIAP inh: 1; hIAP activ: 1.1; ATG4B inh: -5; A3A deaminase: -4; A3G deaminase: 12; MPTP block: -5.4; hIAP block: -7; MIN6 prolif: -1

What do the screens show for `Cc1ccc(-c2nn(-c3ccccc3)cc2C(=O)N2CCOCC2)cc1`?
mIAP activ: 1; mIAP inh: -4; hIAP activ: 0.85; ATG4B inh: -8; A3A deaminase: 4; A3G deaminase: -1; MPTP block: -1.0; hIAP block: 15; MIN6 prolif: -1

What do the screens show for `CCCCSc1nc(C)cc(NC(=S)Nc2ccc(OC)cc2)n1`?
mIAP activ: 0.94; mIAP inh: 6; hIAP activ: 0.92; ATG4B inh: -5; A3A deaminase: 0; A3G deaminase: -4; MPTP block: 0.0; hIAP block: 8; MIN6 prolif: 1

How did CCn1cc(C(=O)O)c(=O)c2cnc(N3CCN(C(=S)NC(=O)c4ccc(Cl)cc4Cl)CC3)nc21 do in these assays?
mIAP activ: 1; mIAP inh: -2; hIAP activ: 0.9; ATG4B inh: 0; A3A deaminase: -3; A3G deaminase: -11; MPTP block: -0.6; hIAP block: 10; MIN6 prolif: 3

What do the screens show for `O=C(CSc1nnc(Cc2cc(=O)[nH]c(=O)[nH]2)n1-c1ccc(Cl)cc1)NC1CCCC1`?
mIAP activ: 0.95; mIAP inh: 4; hIAP activ: 0.98; ATG4B inh: -3; A3A deaminase: -1; A3G deaminase: 1; MPTP block: -0.5; hIAP block: 2; MIN6 prolif: 0

Results for COc1cccc(-c2noc(C3CCCN(C(=O)c4ccc(F)cc4)C3)n2)c1 (configuration not stated) ?
mIAP activ: 0.99; mIAP inh: 1; hIAP activ: 1.1; ATG4B inh: 4; A3A deaminase: -1; A3G deaminase: -1; MPTP block: 1.0; hIAP block: -14; MIN6 prolif: 0

How did COc1ccc(C2C(C(=O)c3ccc(C)o3)=C(O)C(=O)N2c2cc(C)on2)cc1OC (configuration not stated) do in these assays?
mIAP activ: 1; mIAP inh: 0; hIAP activ: 1; ATG4B inh: -7; A3A deaminase: 4; A3G deaminase: -2; MPTP block: -2.3; hIAP block: -2; MIN6 prolif: -3

What do the screens show for `COc1ccc(CN(Cc2cc3cc(C)ccc3[nH]c2=O)C(=O)N(C)C)cc1`?
mIAP activ: 0.99; mIAP inh: 1; hIAP activ: 1; ATG4B inh: -20; A3A deaminase: 1; A3G deaminase: 0; MPTP block: -0.1; hIAP block: 0; MIN6 prolif: -1

What do the screens show for `CCCCN1C2CCCC1CC(NC(=O)C1CCCCC1)C2` (configuration not stated)?
mIAP activ: 0.95; mIAP inh: 4; hIAP activ: 0.9; ATG4B inh: -7; A3A deaminase: -3; A3G deaminase: -3; MPTP block: -1.6; hIAP block: 10; MIN6 prolif: 2

What do the screens show for `Cc1cc(C)n(-c2ccc(C(=O)Nc3cccc([N+](=O)[O-])c3)cc2)n1`?
mIAP activ: 1; mIAP inh: 0; hIAP activ: 0.84; ATG4B inh: -6; A3A deaminase: 0; A3G deaminase: 0; MPTP block: 1.7; hIAP block: 16; MIN6 prolif: -1

How did COc1ccc(NC2CCCN(C(=O)CCn3cccn3)C2)cc1 (configuration not stated) do in these assays?
mIAP activ: 0.85; mIAP inh: 15; hIAP activ: 0.9; ATG4B inh: -1; A3A deaminase: -5; A3G deaminase: -7; MPTP block: -0.1; hIAP block: 10; MIN6 prolif: 4

Results for C=CCNC(=O)COc1cc(C)ccc1C ?
mIAP activ: 0.88; mIAP inh: 12; hIAP activ: 1; ATG4B inh: -6; A3A deaminase: 0; A3G deaminase: -3; MPTP block: -0.6; hIAP block: 0; MIN6 prolif: 1

How did CCOc1ccccc1NC(=O)C1CCCN(S(=O)(=O)c2c(C)[nH]c(=O)[nH]c2=O)C1 (configuration not stated) do in these assays?
mIAP activ: 0.96; mIAP inh: 4; hIAP activ: 0.86; ATG4B inh: -2; A3A deaminase: -5; A3G deaminase: -8; MPTP block: -0.3; hIAP block: 14; MIN6 prolif: 1

Results for COc1ccc(-c2nc3ncccc3n2O)cc1 ?
mIAP activ: 1.1; mIAP inh: -6; hIAP activ: 0.86; ATG4B inh: -3; A3A deaminase: 2; A3G deaminase: -6; MPTP block: 0.1; hIAP block: 14; MIN6 prolif: -1

What do the screens show for `COc1cccc(C(=O)Nc2ccc(C3CC3(Cl)Cl)cc2)c1` (configuration not stated)?
mIAP activ: 1.1; mIAP inh: -10; hIAP activ: 1.1; ATG4B inh: 10; A3A deaminase: -3; A3G deaminase: -5; MPTP block: 23; hIAP block: -8; MIN6 prolif: -5

What do the screens show for `COc1ccc(-c2ccnc(-c3ccc(OCCCF)cc3)n2)cc1`?
mIAP activ: 1; mIAP inh: -1; hIAP activ: 1.1; ATG4B inh: -10; A3A deaminase: 0; A3G deaminase: -4; MPTP block: 0.0; hIAP block: -14; MIN6 prolif: 1

Results for O=C(c1ccncc1)N1CCc2ccccc2C1 ?
mIAP activ: 0.92; mIAP inh: 8; hIAP activ: 0.96; ATG4B inh: 0; A3A deaminase: -2; A3G deaminase: -9; MPTP block: 0.5; hIAP block: 4; MIN6 prolif: 4

What do the screens show for `CCCCNC(=O)Oc1cccc(N2CCCC2=O)c1`?
mIAP activ: 0.82; mIAP inh: 18; hIAP activ: 0.95; ATG4B inh: 6; A3A deaminase: 2; A3G deaminase: -1; MPTP block: -0.4; hIAP block: 5; MIN6 prolif: -2

What do the screens show for `O=C(c1ccc(F)c(S(=O)(=O)N2CCOCC2)c1)N1CCc2ccccc21`?
mIAP activ: 0.92; mIAP inh: 8; hIAP activ: 1; ATG4B inh: -5; A3A deaminase: -2; A3G deaminase: -8; MPTP block: -1.3; hIAP block: -2; MIN6 prolif: -5

Results for CS(=O)(=O)c1ccc(Cl)c(NC(=O)CCCc2nc3ccccc3c(=O)[nH]2)c1 ?
mIAP activ: 0.93; mIAP inh: 7; hIAP activ: 1.1; ATG4B inh: 6; A3A deaminase: 41*; A3G deaminase: 4; MPTP block: -1.0; hIAP block: -8; MIN6 prolif: 3

What do the screens show for `C=C(C)CNC(=S)Nc1cccc2cnccc12`?
mIAP activ: 0.99; mIAP inh: 1; hIAP activ: 1.2; ATG4B inh: 7; A3A deaminase: 2; A3G deaminase: -4; MPTP block: 20; hIAP block: -23; MIN6 prolif: 0

Results for Cc1cccc(C)c1OCCn1nnc2ccccc21 ?
mIAP activ: 0.99; mIAP inh: 1; hIAP activ: 1.1; ATG4B inh: 11; A3A deaminase: -1; A3G deaminase: -5; MPTP block: 0.8; hIAP block: -9; MIN6 prolif: -3

How did O=C(NNC(=O)c1cccs1)c1ccc(Br)cc1 do in these assays?
mIAP activ: 0.97; mIAP inh: 3; hIAP activ: 1.1; ATG4B inh: -3; A3A deaminase: -2; A3G deaminase: -5; MPTP block: -0.3; hIAP block: -6; MIN6 prolif: -3

How did CC(=O)NCCn1c(SCc2ccc(C)cc2)nc2ccccc2c1=O do in these assays?
mIAP activ: 1; mIAP inh: -4; hIAP activ: 1.1; ATG4B inh: -8; A3A deaminase: -1; A3G deaminase: -8; MPTP block: 7.6; hIAP block: -6; MIN6 prolif: 4

What do the screens show for `CC(=O)c1cc(F)ccc1OCC(=O)N1CCCc2ccccc21`?
mIAP activ: 1; mIAP inh: -1; hIAP activ: 1; ATG4B inh: -7; A3A deaminase: -2; A3G deaminase: -9; MPTP block: 1.1; hIAP block: -3; MIN6 prolif: 0

Results for COCCCN1C(=O)C(=O)/C(=C(/O)c2ccc(S(=O)(=O)N3CCCCC3)cc2)C1c1cccc(OC)c1 (configuration not stated) ?
mIAP activ: 0.96; mIAP inh: 4; hIAP activ: 1.1; ATG4B inh: 7; A3A deaminase: -6; A3G deaminase: -5; MPTP block: -0.1; hIAP block: -7; MIN6 prolif: 0

Results for Cc1cc(C)cc(OCC(=O)OCC(=O)Nc2cc(S(=O)(=O)N3CCOCC3)ccc2Cl)c1 ?
mIAP activ: 1.1; mIAP inh: -7; hIAP activ: 1; ATG4B inh: -10; A3A deaminase: 1; A3G deaminase: -3; MPTP block: 0.6; hIAP block: -4; MIN6 prolif: -1
